Screening results (PubChem BioAssay)
cardiac RTF act – increases calcium sensitivity of human cardiac regulated thin filaments; P19429+P45379; IANBD-labeled TnC RTF fluorescence at EC20 calcium; 0% EC20 calcium, 100% full calcium; activation, % at 7.2 µM; 340,000 tested, 0.24% active;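 active = activation above the mean over all tested compounds plus 3 SD, cut at about 30% in these data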;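 note: rise in fluorescence read as greater calcium sensitivity of cardiac thin filaments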
CAL PDZ FP-1 – human CAL PDZ-peptide interaction inhibition; Q9HD26; purified CAL PDZ, TMR-peptide fluorescence polarization, 1 h; inhibition, % at 20 µM; 330,000 tested, 0.02% active; AID 504414;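 active = highest replicate inhibition of at least 40%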;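 note: plate controls were DMSO neutral control wells for no effect and unlabeled competitor peptide control wells for full effect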
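Test system: tagged CAL PDZ domain / Buffer or medium: sodium phosphate/NaCl buffer pH 7.4 with TCEP, IgG, Thesit / Reagent: TMR-labelled reporter peptide T*-PRC34 bound in PDZ groove / Compound dosing: single point, 20 µM / Schedule: 1 h incubation at room temperature before polarization reading / Technique: fluorescence polarization (mP) / Benchmarks: unlabelled peptide, DMSO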
Wnt bcat act – Wnt/beta-catenin pathway activation; Wnt/beta-catenin reporter cell assay, activator, plate reader; activation, % at 9.35 µM; 300,000 tested, 1.2% active; AID 743398; in the data active = activation above about 30%, passing the limit was not always enough; inconclusive = no clear call, values can overlap the other calls;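 note: 0% = neutral control wells and 100% = positive control wells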
dFosB act – activators of mouse delta FosB homodimer; P13346; purified delta FosB, TAMRA-CDK5 oligo fluorescence polarization; percent of positive-control signal above neutral wells; activation, % at 25 µM; 340,000 tested, 0.99% active;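 active = mean activation above about 17%, with every replicate also reaching it, limit read from the data, passing the limit was not always enough; inconclusive = only one of the two conditions met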;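 note: fluorescence polarization rise as delta FosB binds a TAMRA Cdk5 AP-1 oligo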
Target sequence (P13346 whole entry, looked up): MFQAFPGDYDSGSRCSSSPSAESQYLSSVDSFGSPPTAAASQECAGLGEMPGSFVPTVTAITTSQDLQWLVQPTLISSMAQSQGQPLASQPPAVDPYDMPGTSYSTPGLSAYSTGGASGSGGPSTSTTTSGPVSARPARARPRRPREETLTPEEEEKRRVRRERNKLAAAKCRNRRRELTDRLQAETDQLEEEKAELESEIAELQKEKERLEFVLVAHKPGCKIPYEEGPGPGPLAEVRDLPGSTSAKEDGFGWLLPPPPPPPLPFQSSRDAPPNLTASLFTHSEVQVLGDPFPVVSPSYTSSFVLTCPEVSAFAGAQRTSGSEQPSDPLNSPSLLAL
CDK5 inh – blocks human CDK5/p35 kinase activity; Q00535+Q15078; Recombinant CDK5/p35, ADP-Glo luminescence, 60 min; inhibition, % at 10 µM; 330,000 tested, 0.01% active;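 active = highest replicate inhibition of at least 50% and at least 75% of replicates reaching 50%; inconclusive = only one of the two criteria met; inactive = both criteria failed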;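 note: plate controls were DMSO neutral control for no effect and GW8510 at 10 µM for full effect; many of its hits are not listed in these tables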
Target sequence (Q00535 whole entry, looked up): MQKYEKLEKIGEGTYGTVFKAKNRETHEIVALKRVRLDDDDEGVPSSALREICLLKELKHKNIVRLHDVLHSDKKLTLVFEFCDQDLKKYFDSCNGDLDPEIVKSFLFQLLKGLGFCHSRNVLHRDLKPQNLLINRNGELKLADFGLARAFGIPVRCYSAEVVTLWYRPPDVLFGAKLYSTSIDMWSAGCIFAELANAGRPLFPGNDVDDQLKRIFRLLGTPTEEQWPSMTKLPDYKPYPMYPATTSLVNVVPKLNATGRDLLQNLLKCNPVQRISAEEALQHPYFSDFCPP
Target sequence (Q15078 whole entry, looked up): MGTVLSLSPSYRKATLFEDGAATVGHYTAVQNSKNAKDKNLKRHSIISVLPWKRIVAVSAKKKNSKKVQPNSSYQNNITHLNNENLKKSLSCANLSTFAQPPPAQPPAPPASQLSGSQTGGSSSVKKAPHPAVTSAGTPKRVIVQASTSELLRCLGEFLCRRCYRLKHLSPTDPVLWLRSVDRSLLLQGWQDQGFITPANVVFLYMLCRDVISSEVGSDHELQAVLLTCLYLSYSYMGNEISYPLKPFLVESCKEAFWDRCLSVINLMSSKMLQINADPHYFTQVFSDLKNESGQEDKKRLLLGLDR
CAL PDZ FP-2 – inhibitors of human CAL PDZ peptide binding | Q9HD26 | purified CAL PDZ, TMR-peptide fluorescence polarization, 1 h | inhibition, % at 24.9 µM | 300,000 tested, 0.92% active | AID 602252;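 active = mean inhibition of at least 30% with at least half of replicates also reaching 30%; inconclusive = no clear call, values can overlap the other calls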;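 note: 0% = DMSO neutral control and 100% = excess unlabeled competitor peptide PRC23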
Rtt109 HAT inh – C. albicans Rtt109 histone acetyltransferase inhibition; Q5AAJ8; purified Rtt109/Vps75, ThioGlo CoA-SH fluorescence, 4 h; inhibition, % at 34.9 µM; 330,000 tested, 0.16% active;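 active = inhibition of at least 50% in every replicate; inconclusive = best replicate reaches 50% inhibition but some replicates fall short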
Tat transport – E. coli Tat transport inhibition; 340,000 tested, 0.036% active; inhibition, % at 10 µM; E. coli MC4100 TorA-mCherry Tat export, fluorescence; AID 488895;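 active = mean replicate inhibition at least 50% and at least half of replicates individually reaching 50%; inconclusive = only one of the two criteria met; inactive = neither criterion met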;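 note: exported cargo escapes ClpAP degradation while cytoplasmic cargo is degraded and loses fluorescence; 0% = median of neutral control wells and 100% = median of NaSCN control wells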
MITF TRPM1 HTS – activators of MITF-driven TRPM1 promoter activity in SK-MEL-5 cells | 300,000 tested, 0.75% active | SK-MEL-5 TRPM1-promoter luciferase, 24 h; % of positive control, neutral wells = 0 | activation, % at 12.5 µM;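 active = mean activation of at least 80% with every replicate also reaching 80%; inconclusive = mean reaches 80% but some replicate falls short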;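 note: 0% = neutral control wells and 100% = parthenolide positive control wells; values of inactives mirror those of a sister screen read the other way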
V-ATPase pH – yeast V-ATPase proton transport regulation by pHLuorin; 350,000 tested, 0.37% active; response, % at 10 µM; S. cerevisiae, pHLuorin cytosolic pH fluorescence; in the data active = response mostly above about 7.3%, no sharp cut-off; inactive = mostly below about 5.4%; note: actives read high; inactives centre near 0; some compounds called inactive have numbers as strong as hits
* marks the source's active call; other numbers are inactive results; ? = inconclusive; nt = no result given; + = active, no number.

SMILES	cardiac RTF act	CAL PDZ FP-1	Wnt bcat act	dFosB act	CDK5 inh	CAL PDZ FP-2	Rtt109 HAT inh	Tat transport	MITF TRPM1 HTS	V-ATPase pH
COC(=O)c1ccccc1NC(=O)CSc1ncn[nH]1	-1	-1.7	2	-2	0.3	-5	0	-2	-5	2
CC1=NOC(=O)/C1=C/c1ccc(O)c(Br)c1	-1	-0.8	-2	2	-0.4	-10	-4	-13	-4	2
COc1cccc(CNC(C)C(=O)Nc2ccc(S(=O)(=O)N3CCCC3)cc2)c1 (stereo unspecified)	4	-2.4	-2	-14	-3.0	2	4	-10	-2	1
CC(C)NC(=O)N1c2ccccc2Sc2ccccc21	-2	-2.0	-1	-3	0.8	-3	-11	7	1	3
Cc1scc(C(=O)NNC(=O)CCC(=O)O)c1C	-2	-1.8	nt	-5	-0.6	-2	3	-5	4	1
COc1ccc(-c2ccc3c(c2)C2CC3CCN2C(=O)OCc2ccccc2)cc1 (stereo unspecified)	6	-5.6	2	-4	-0.7	-2	5	-9	7	2
Cc1ccc(C(=O)Nc2cccc(O)c2)cc1S(=O)(=O)N1CCCCCC1	1	-3.6	20	-5	2.0	4	48	-1	?	-2
Cc1cccc(C)c1NC(=O)C1=C(O)c2sccc2N(C)S1(=O)=O	5	-0.3	-1	-3	-1.4	-1	-16	-3	-1	0
CC(=O)Nc1cccc(-n2c(=O)n(Cc3ccccc3)c(=O)c3[nH]cnc32)c1	11	-1.3	-1	-2	1.8	-1	17	-13	-6	-2
CCCC1C(C#N)=C(N)Oc2n[nH]c(C(C)(C)C)c21 (stereo unspecified)	0	-0.8	nt	-9	-0.2	nt	4	4	3	2
CCOC(=O)c1ccc(N=c2sc(C(=O)OC)cc(=O)n2-c2ccc(C(=O)OCC)cc2)cc1	5	-1.8	-5	2	0.4	-1	-9	-7	-28	-4
O=C(NCC(=O)N1CCCCCCC1)c1ccco1	3	-0.8	-3	4	-1.6	1	2	5	27	-1
COc1ccc(CN2CCC(N(CCc3ccccc3)Cc3ccccc3)CC2)c(OC)c1	-5	-1.2	-21	10	2.8	0	7	3	5	-1
COC(=O)c1ccc(C(=O)OC)c(NC(=S)N2CCCC(C)C2)c1 (stereo unspecified)	2	-0.2	0	-7	-0.3	1	0	1	11	1
COc1ccc(-c2nnc(SCC(=O)N3CCc4ccccc4C3)o2)cc1	5	nt	nt	-1	0.4	-9	7	-9	5	0

As a short view, part of the list above.
SMILES	cardiac RTF act	CAL PDZ FP-1	Wnt bcat act	dFosB act	CDK5 inh	CAL PDZ FP-2	Rtt109 HAT inh	Tat transport	MITF TRPM1 HTS	V-ATPase pH
COC(=O)c1ccc(C(=O)OC)c(NC(=S)N2CCCC(C)C2)c1 (stereo unspecified)	2	-0.2	0	-7	-0.3	1	0	1	11	1
COc1ccc(-c2nnc(SCC(=O)N3CCc4ccccc4C3)o2)cc1	5	nt	nt	-1	0.4	-9	7	-9	5	0

Remaining list, next part.
SMILES	cardiac RTF act	CAL PDZ FP-1	Wnt bcat act	dFosB act	CDK5 inh	CAL PDZ FP-2	Rtt109 HAT inh	Tat transport	MITF TRPM1 HTS	V-ATPase pH
COc1ccc2[nH]c3c(c2c1)CCC/C3=N\N	-4	-1.2	2	-3	5.4	nt	-5	-1	nt	-7
Cc1cccc(C(=O)NC2CCN(CC(=O)NCc3ccccc3F)CC2)c1	-2	-4.9	-3	-6	3.3	-2	0	5	-3	-1
CCCCCC(=O)NNC1=NCC(Cc2ccccc2)S1 (stereo unspecified)	0	-0.1	-1	-10	-0.1	0	-3	0	-10	4
O=C(O)/C=C/c1ccc(S(=O)(=O)Nc2ccccc2C(=O)Nc2ccc(F)cc2)cc1	-5	0.4	5	1	-1.5	-4	-3	-1	5	4
CCOC(=O)c1sc(NC(=O)CCN2C(=O)c3ccccc3C2=O)c(C(=O)OCC)c1C	9	-0.5	1	-3	0.0	-2	6	-3	3	2
COC(=O)c1sc(C(C)(C)C)cc1CSc1ccccc1	1	-0.4	0	6	0.8	-2	3	5	-8	0
CC(=O)N1CCN(c2ccccc2NC(=O)COc2cc(C)ccc2C(C)C)CC1	10	0.4	nt	-16	0.2	-3	1	12	-6	2
CCOCCn1ccc2c(OCC(=O)Nc3ccc(OC)cc3OC)cccc2c1=O	0	-1.2	-1	-12	-3.9	-1	-5	41	-1	-3
Cc1ccc(S(=O)(=O)N2CCOCC2)cc1C(=O)NCc1ccccn1	-1	-1.4	2	-2	-1.5	1	-3	5	9	0
NNC(=O)c1csc(-c2cccc(C(F)(F)F)c2)n1	-4	0.1	-1	-7	2.9	-4	1	-1	1	11
Cn1c(=O)oc2cc(S(=O)(=O)NCCC(=O)NC3CCCC3)ccc21	8	-0.4	nt	8	-0.3	1	3	-5	-7	-4
CCCCN(C(=O)c1ccc(N(C)S(=O)(=O)c2ccc(C)cc2)cc1)c1c(N)n(CC(C)C)c(=O)[nH]c1=O	-1	0.3	0	-5	0.0	-3	8	9	13	-3
NNC(=O)[C@H](Cc1ccccc1)NC(=O)Nc1ccc2c(c1)OCCO2	2	0.1	0	-5	1.4	-5	5	-6	nt	-3
CC(C)OC(=O)c1ccc(NC(=O)c2cccc(-n3cnnn3)c2)cc1	8	-2.3	-6	-26	0.1	nt	0	1	0	1
CCn1c(CNC(=O)c2cccs2)nnc1SCC(=O)NCCc1ccccc1	-1	-3.0	nt	-6	1.2	nt	-1	-3	10	-6
CC(=O)C[C@H](O)CC(=O)[C@@H]1OC(=O)[C@H](C)C/C=C\Cc2ccccc21	-8	-0.9	-2	-3	-0.2	-2	3	-10	-4	-1
Cc1nc(C)c2c(c1C(F)(F)F)-c1ccccc1C2(F)F	16	-1.3	-7	-8	2.9	0	-6	-4	-11	-2
CCCN(C(=O)CSCC(=O)Nc1cccc(C)c1)c1c(N)n(Cc2ccccc2)c(=O)[nH]c1=O	-1	-2.3	1	-14	0.3	1	12	5	-2	1
COc1ccc(NC(C)=O)cc1NC(C)C(=O)Nc1cccc(S(=O)(=O)N2CCOCC2)c1 (stereo unspecified)	-3	0.8	2	1	0.9	-2	-7	3	3	-2
CC(C)n1c(O)c(N=Nc2ccc(Cl)nn2)c2ccccc21	5	-0.8	nt	-11	0.1	1	-15	-3	4	-2
O=C(NCC1CCCO1)C1CCCN1C(=O)Nc1ccccc1[N+](=O)[O-] (stereo unspecified)	2	-1.1	0	-3	-0.6	nt	3	-4	-6	6
CSc1cccc(N=C2C(=O)Nc3ccccc32)c1	0	-0.3	-1	3	-0.8	-1	1	3	nt	-99
COc1cc(C=NNC(=O)c2ccc(NS(=O)(=O)c3cccs3)cc2)cc(Br)c1O	1	2.1	-3	-4	0.7	-9	7	2	8	1
Cc1ccc(/C=C/S(=O)(=O)N2CCC(C(=O)O)CC2)cc1	-1	-1.6	-2	1	-2.6	nt	14	7	nt	-2
COc1ccc(/C=C2\SC(=O)N(CCC(=O)N3CCCCC3CCO)C2=O)cc1 (stereo unspecified)	-7	-3.6	5	-1	1.3	-4	4	-1	13	1
Cc1cc(OCC(=O)Nc2ccccc2N2CCCCC2)ccc1C(C)C	-18	-1.4	-12	-4	1.3	5	9	1	-10	-6
COc1cccc(CNC(=O)c2nnn(CC(=O)Nc3ccc4c(c3)OCO4)c2N)c1	-3	-2.7	4	-3	-0.6	1	-5	5	-1	-3
Cc1cc([N+](=O)[O-])ccc1NC(=O)C(C)NC1CCCCC1 (stereo unspecified)	0	0.5	0	-7	-1.2	4	-3	1	-4	9
Cc1csc(NC(=O)C2CCCN(S(=O)(=O)c3ccc(Br)s3)C2)n1 (stereo unspecified)	-2	-1.5	nt	-10	-2.6	-1	15	-4	-5	10
COc1ccc(-c2cc(-c3ccccc3)nc(SC(C)C(=O)O)c2C#N)cc1 (stereo unspecified)	5	-0.4	2	-23	0.3	-20	12	4	-9	-3
Cc1cc(C)cc(N2CC(O)=C(c3nc4ccccc4c(=O)[nH]3)C2=N)c1	-5	-3.0	-2	1	1.3	-12	-2	7	1	1
CC(=O)c1cc2c(cc1NC(=O)c1cnc(C)cn1)OCO2	-3	-2.6	nt	0	1.6	-6	-1	-3	nt	-13
COc1ccc(CCNS(=O)(=O)c2ccc(-n3cnnn3)cc2)cc1OC	-4	-0.9	-1	1	0.2	+	-5	1	0	-3
CN(CCn1ccnc1)C(=O)CC1C(=O)NCCN1Cc1ccccc1C(F)(F)F (stereo unspecified)	4	-1.1	-1	-11	0.1	nt	-9	9	-8	-2
CC(=O)N1N=C(c2ccccc2)CC1c1ccc(F)cc1 (stereo unspecified)	1	0.2	-1	0	-1.4	-3	8	-9	nt	4
COc1ccc(C(=O)Nn2cnnc2)cc1	0	nt	-1	8	0.6	2	-8	-1	-2	5
CCCC(=O)N=C1SC2CS(=O)(=O)CC2N1c1ccc(C(C)=O)cc1 (stereo unspecified)	-3	-0.6	nt	-9	-2.0	-3	9	2	-1	9
Cc1cc(C(=O)NCCC(c2ccccc2)c2ccccc2)c(C)o1	3	-0.3	6	-3	-2.3	nt	-2	12	nt	-1
Cc1cc(C)cc(N2C(=O)CC(Sc3ccccc3C(=O)O)C2=O)c1 (stereo unspecified)	2	-1.3	-2	-4	1.9	10	33	0	4	2
CCCCOc1ccc(C(=O)NCC(=O)NCCOc2ccc(C)cc2)cc1	0	-0.8	0	-22	-1.5	0	-4	-1	0	0
CC1CCc2c(sc(/N=C/c3ccco3)c2C(N)=O)C1 (stereo unspecified)	0	2.1	45*	0	2.6	2	16	11	nt	1
O=C(Nc1ccc2oc(-c3ccccc3Cl)nc2c1)c1cncc(Br)c1	1	-0.8	nt	64*	-0.1	-2	-10	-4	nt	0
Fc1ccc(NC(=S)NC2CCN(Cc3ccccc3)CC2)cc1	3	-0.4	-1	-5	-0.5	-8	-8	-3	2	0
Cc1ccccc1NC(=S)NCCc1ccc(S(N)(=O)=O)cc1	7	-2.4	nt	-1	-0.4	-2	1	0	11	4
COc1ccc(C(=O)Nc2ccc3c(c2)n(C)c(=O)n3C)cc1OC	-2	-0.4	0	-3	-0.9	-1	17	2	-4	-1
Cc1nc(N)sc1-c1csc(NCc2ccccc2)n1	2	-1.7	nt	-5	-0.3	-5	-1	-3	8	-5
Cc1c(C(=O)NCCN2CCOCC2)sc2nc(-c3ccc(F)cc3)cn12	-5	-3.7	-1	-11	1.2	-4	1	-3	8	-1
Cc1cc(F)ccc1NC(=O)c1cc(S(=O)(=O)N2CCOCC2)cn1C	0	-1.1	1	-7	0.2	nt	-3	5	8	5
COc1cccc(CCNC(=O)c2cc(COc3c(F)cccc3F)on2)c1	2	-2.5	-2	-8	-1.4	-6	27	-3	1	1
CC12CCC(=O)N1C(C(=O)OCC(=O)Nc1cc(S(=O)(=O)N3CCCCC3)ccc1Cl)CS2 (stereo unspecified)	1	-1.1	nt	-10	0.0	-2	1	-7	1	0
CC(O)(CS(=O)(=O)Cc1ccccc1)c1ccccc1 (stereo unspecified)	0	-1.9	-1	1	1.1	-3	2	-1	-2	1
CC12CC3CC(C)(C1)CC(CN)(C3)C2	-6	-0.3	nt	6	0.3	-9	24	2	16	-2
